Bioassay records as filed in PubChem BioAssay.
RXFP1 antagonist: RXFP1 (human) relaxin receptor antagonism | HEK293-RXFP1, relaxin-stimulated cAMP HTRF, 30 min; active compounds read low | activity change, negative = inhibition, % at 57.5 µM | hit rate 0.59% among 350,000;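 active = activity change of -60% or lower, but not beyond a set lower limit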; also: % is scaled to controls: 0 for no effect and ±100 for the full control effect
TRHR PAM: allosterically enhances the human TRH receptor; P34981; TRHR cells, fluo-8 calcium fluorescence, EC20 TRH enhancement; enhancement, % at 2 µM; hit rate 0.66% among 360,000; in the data active = enhancement above about 30%; also: 0% is about no effect
Target sequence (P34981 whole entry, looked up): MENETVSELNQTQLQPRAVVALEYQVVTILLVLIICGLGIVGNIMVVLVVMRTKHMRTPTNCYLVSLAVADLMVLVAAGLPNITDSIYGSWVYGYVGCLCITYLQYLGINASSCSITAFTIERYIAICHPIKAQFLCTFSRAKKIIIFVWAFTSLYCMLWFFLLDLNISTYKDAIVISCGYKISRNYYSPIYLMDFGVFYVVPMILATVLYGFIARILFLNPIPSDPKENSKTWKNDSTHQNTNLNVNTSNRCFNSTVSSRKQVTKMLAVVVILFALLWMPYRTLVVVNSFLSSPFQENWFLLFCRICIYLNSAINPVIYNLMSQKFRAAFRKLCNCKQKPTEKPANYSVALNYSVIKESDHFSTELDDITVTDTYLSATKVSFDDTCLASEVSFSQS
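TRHR-expressing cells loaded with fluo-8 calcium dye were read kinetically (ex 480/em 530) during compound addition, then stimulated with an EC20 of TRH (10 nM final). Enhancement of the Gq-mediated intracellular calcium response was scored.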
D1 potentiator: human D1 dopamine receptor positive modulation; HEK293 TREx D1 cells, calcium flux, dopamine EC20 potentiation; hit rate 0.036% among 360,000; potentiation, % at 10 µM; P21728; AID 504651; in the data active = potentiation above about 30%; also: 0% is about no effect
RXFP1 ag: agonists of human relaxin receptor RXFP1; HEK293T-RXFP1 cAMP TR-FRET, 30 min; response scale: percent of porcine relaxin response, buffer zero; AID 2676; hit rate 0.3% among 370,000; Potency, µM (series often up to 57.5 µM), for the others: top-dose activation, actives largely listed as activators; active = well fitted activation curve with a large enough effect; also: potency is read from the fitted curve at half-maximal effect; % is scaled to controls: 0 for no effect and ±100 for the full control effect; nearly all actives have a fitted effect of over 60% in size; many of its hits are not listed in these tables
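HEK293T cells stably expressing RXFP1 were pretreated with the PDE4 inhibitor Ro 20174, exposed to compounds for 30 min at 37C, lysed, and cAMP was read by TR-FRET. Data normalized to buffer (basal) and 29 nM porcine relaxin (100%).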
D2 potentiator: positively modulates the human D2 dopamine receptor allosterically | P14416 | HEK293 T-REx D2, calcium flux, EC20 dopamine potentiation | potentiation, % at 10 µM | hit rate 0.34% among 340,000;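 active = potentiation over 3 SD above the plate norm, cut at about 30% in these data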; also: 0% is about no effect
Target sequence (P14416 whole entry, looked up): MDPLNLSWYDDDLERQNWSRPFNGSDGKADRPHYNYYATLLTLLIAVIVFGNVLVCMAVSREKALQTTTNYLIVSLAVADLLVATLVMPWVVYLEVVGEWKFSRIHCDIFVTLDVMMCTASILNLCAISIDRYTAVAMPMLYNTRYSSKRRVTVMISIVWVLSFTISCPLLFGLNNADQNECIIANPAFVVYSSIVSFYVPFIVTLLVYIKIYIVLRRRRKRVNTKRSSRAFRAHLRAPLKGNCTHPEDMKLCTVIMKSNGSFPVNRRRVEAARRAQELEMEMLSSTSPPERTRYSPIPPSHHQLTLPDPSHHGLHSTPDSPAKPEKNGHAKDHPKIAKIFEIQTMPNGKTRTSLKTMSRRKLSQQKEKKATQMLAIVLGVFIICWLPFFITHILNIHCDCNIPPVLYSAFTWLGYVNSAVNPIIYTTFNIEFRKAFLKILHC
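Calcium flux readout, no-wash dye, 1 read/s. Inducible HEK293 Trex D2 line, overnight 30 C. Compound alone 180 s (agonist flags), then EC20 dopamine, another 180 s to score potentiation.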
D2 agonist: D2 dopamine receptor (human) agonism. HEK293 T-REx D2 cells, calcium flux agonist mode. hit rate 0.53% among 340,000. activation, % at 2 µM;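 active = activation over 3 SD above normal in the single-dose calcium agonist read, cut at about 30% in these data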; also: 0% is about no effect
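Agonism is scored from calcium flux in a force-coupled, inducible HEK293 cell line expressing D2, read kinetically for 180 s after compound addition against dopamine controls.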
D2 antag: antagonizes the human D2 dopamine receptor | AID 485344 | inhibition, % at 10 µM | P14416 | hit rate 2% among 340,000 | HEK293 TREx D2 cells, calcium flux, dopamine EC80; in the data active = inhibition above about 30%; also: 0% is about no effect
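In this primary screen, negative modulation is detected by tracking calcium flux after an EC80 dopamine challenge in inducible HEK293 T-REx D2 cells preexposed to test compound for 180 s.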
D1 ag: agonists of human D1 dopamine receptor; activation, % at 2 µM; P21728; AID 504660; hit rate 1% among 360,000; HEK293 T-REx D1 cells, calcium flux, agonist mode; in the data active = activation above about 30%; also: 0% is about no effect
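Inducible HEK293 T-REx D1 cells, force-coupled to calcium signalling, were plated at 4000 cells/well with tetracycline and held overnight at 30 C. After no-wash calcium dye loading, compound-evoked calcium rise over 180 s flagged agonists.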
D1 antagonist: human D1 dopamine receptor antagonism; P21728; HEK293 TREx D1 cells, calcium flux, dopamine EC80; active compounds read low; activity change, negative = inhibition, % at 10 µM; AID 504652; hit rate 3.2% among 360,000; in the data active = activity change below about -30%; also: % is scaled to controls: 0 for no effect and ±100 for the full control effect
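Tetracycline-induced HEK293 T-REx cells with force-coupled D1 receptor were loaded with a no-wash calcium dye. Compound was added after a 10 s baseline and read kinetically for 180 s; EC80 dopamine was then added and calcium flux followed another 180 s.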
The depositor's hits bear a star; nt = no result given.

The line under a structure holds: RXFP1 antagonist | TRHR PAM | D1 potentiator | RXFP1 ag | D2 potentiator | D2 agonist | D2 antag | D1 ag | D1 antagonist
[1] O=C1COc2ccc(-c3cc(-c4ccc(Cl)cc4)c4c(n3)-c3ccccc3OC4)cc2N1
    nt | -0.8 | -1.9 | -0.9% | 8.6 | -0.2 | nt | -0.3 | -5.9
[2] CCOC(=O)c1ccc(NC(=O)c2ccc(CN3CCOCC3)cc2)cc1
    -3.6 | -6.0 | -0.1 | -1.7% | 11.3 | 1.3 | -8.8 | 14.7 | 3.1
[3] O=C(CCc1ccccc1)NNC(=O)COc1ccccc1Cl
    -14.7 | -6.7 | 14.4 | -0.7% | -10.4 | 0.0 | -11.0 | 1.8 | 6.9
[4] CCCCN(C(=O)CSc1n[nH]c(-c2ccc(C)cc2)n1)c1c(N)n(CCCC)c(=O)[nH]c1=O
    -15.4 | -7.8 | -0.1 | -1.2% | 12.1 | 1.4 | -4.8 | -1.2 | 28.1
[5] O=C(N=C1SC2CS(=O)(=O)CC2N1c1c(Cl)cccc1Cl)C1CC1 (stereo not drawn)
    30.9 | -2.8 | 0.9 | -0.3% | 12.1 | 0.4 | 9.4 | 0.0 | -5.8
[6] O=C(NCC1(O)CCCCC1)C1CCC(=O)N(Cc2cccc(C(F)(F)F)c2)C1 (stereo not drawn)
    4.7 | 26.5 | 0.0 | -3.2% | 9.2 | 0.5 | -8.2 | 1.2 | -3.8
[7] COc1ccc(CCNC(=O)CCNC(=O)c2ccc(Br)cc2)cc1OC
    2.9 | -2.1 | -4.5 | -0.3% | -9.0 | 34.9* | -8.0 | 2.1 | -8.2
[8] CCOC(=O)c1cc(-c2cccs2)nc2onc(C)c12
    -9.2 | -1.9 | 0.6 | 3.0% | -2.9 | -0.2 | -4.4 | 0.7 | 5.4
[9] COc1ccc(-c2nc(SCC(=O)Nc3cccc(S(N)(=O)=O)c3)n[nH]2)cc1
    2.8 | 6.2 | -5.8 | -0.3% | -7.7 | -0.6 | -0.3 | 2.1 | -4.9
[10] CCOc1ccc(N(CC(=O)N2CCN(c3ccccc3)CC2)S(=O)(=O)c2c(C)noc2C)cc1
    nt | 9.0 | nt | -0.3% | -8.4 | -1.7 | -21.9 | 4.6 | -16.9
[11] CC(=O)c1nnn(-c2ccc(F)cc2F)c1C
    -4.8 | -5.8 | -4.2 | -0.4% | 0.7 | -0.3 | -1.2 | 0.8 | 5.1
[12] Cc1ccc(NS(=O)(=O)c2ccc(NC(=O)N3CCCCC3)cc2)cc1
    -14.2 | 2.9 | -6.1 | -0.5% | nt | nt | nt | 23.0 | -7.1
[13] Cc1ccc(S(=O)(=O)N2CCC(C(=O)Nc3nnc(-c4ccco4)s3)CC2)cc1
    -20.0 | 2.4 | -4.5 | 14.8% | -3.5 | -0.4 | 15.4 | 0.7 | -23.8
[14] COc1cc(C2CC(=O)Oc3c(C(CCN4CCOCC4)c4ccc(N(C)C)cc4)c(OC)cc(OC)c32)cc(OC)c1OC (stereo not drawn)
    nt | 1.2 | -1.4 | 0.0% | -16.3 | -0.2 | -12.6 | 2.5 | 36.4
[15] COc1ccc(-c2noc(-c3nnn(-c4ccc(C)cc4C)c3C)n2)cc1
    -10.9 | 2.1 | 0.2 | -0.9% | -2.6 | 0.1 | nt | 2.9 | 13.4
[16] O=C(COC(=O)C1CCC1)Nc1ccccc1Sc1ccccc1
    -1.4 | 10.2 | -2.4 | 0.9% | -1.8 | -1.2 | 10.0 | 2.1 | -15.4
[17] O=C(N/C(=C\c1ccc(Br)cc1)c1nc2ccccc2[nH]1)c1ccco1
    -21.9 | -4.2 | -1.3 | -3.0% | -3.6 | 0.4 | 8.4 | -0.1 | -5.7
[18] CCOC(=O)/C=c1\s/c(=C\c2ccc(C#N)cc2)c(=O)n1CC(=O)Nc1cccc(C)c1C
    -3.7 | -1.4 | 5.6 | -0.2% | -1.1 | 0.2 | -9.1 | 2.6 | -19.7
[19] CC(O)c1nc(C(C)O)n(CC(=O)c2ccccc2)n1 (stereo not drawn)
    nt | -0.8 | -3.8 | -0.3% | -0.4 | -0.3 | 4.1 | 3.0 | -1.6
[20] Cc1ccc(-c2cnc(NCc3c(F)cccc3Cl)n2C)cc1
    nt | 16.6 | -5.5 | -0.1% | -18.2 | nt | nt | -1.1 | 14.5
[21] Cc1ccc(NC(=O)CSc2nc(=O)n(Cc3ccco3)c3c2CCC3)cc1F
    nt | -6.1 | -2.5 | 1.7% | 4.2 | 0.6 | nt | 0.6 | nt
[22] O=C(c1ccc([N+](=O)[O-])cc1)N(Cc1ccco1)c1ccccn1
    nt | -1.5 | 0.3 | 1.8% | -8.2 | 3.6 | nt | -0.6 | -2.6
[23] COc1ccc(NC(=O)c2cccs2)cc1C(=O)N1CCN(c2ccccc2)CC1
    -16.2 | 0.0 | -7.2 | 1.4% | -3.4 | 0.3 | -0.3 | 1.9 | -3.6
[24] O=C(Nc1nccs1)C(c1ccccc1)N1CCCC1 (stereo not drawn)
    -15.3 | 2.6 | 3.6 | 5.5% | -9.1 | 0.5 | -17.6 | 0.0 | -1.0
[25] Cc1nn(-c2ccccc2)c2c1C(c1ccc(O)c(O)c1)N1C(=N2)C(Nc2ccccc2)=Nc2ccccc21 (stereo not drawn)
    nt | 21.7 | 2.3 | 4.2% | 12.0 | 1.9 | 7.2 | 8.9 | 2.1
[26] Cc1ccccc1-n1cnnc1SCC(=O)N1CCN(c2ccccc2)CC1
    -9.6 | -0.6 | -6.0 | 2.3% | 0.4 | 1.5 | 3.5 | 0.6 | -10.7
[27] CC(C)Oc1cccc(C(=O)C2CCCN(Cc3cnn(C(C)C)c3)C2)c1 (stereo not drawn)
    -11.3 | -7.6 | -4.6 | -1.3% | -15.5 | -0.2 | -6.0 | 9.2 | 15.2
[28] CCOC(=O)c1cccc(NC(=O)[C@H](CSCc2ccccc2)N2Cc3ccccc3C2=O)c1
    nt | 0.3 | -3.9 | -0.4% | 0.5 | -0.3 | nt | 7.4 | 8.0
[29] Cc1cc(C)c2c(=O)cc(CSc3n[nH]c(C)n3)[nH]c2c1
    -8.8 | 2.1 | -0.5 | 2.7% | 6.7 | -0.2 | nt | -1.0 | 9.8
[30] CCn1c(COc2ccc3c(c2)CCCC3)nnc1SCC(=O)Nc1ccc(C(=O)OC)cc1
    -7.2 | 1.8 | -6.3 | 0.2% | -0.6 | 0.4 | -6.9 | 1.2 | -10.0
[31] CCC(C)(C)n1nnnc1C(c1cccc(C#N)c1)N1CCN(c2cccc(C)c2C)CC1 (stereo not drawn)
    -2.7 | -0.1 | -1.6 | -0.2% | 10.2 | 0.3 | 3.9 | -1.4 | -7.6
[32] Cc1nc2ccccc2nc1CN1CCC(CO)(CC2CCCCO2)CC1 (stereo not drawn)
    -15.2 | 13.0 | 2.2 | 6.4% | 2.9 | -0.2 | -18.7 | 1.0 | -4.9
[33] CN(CCCC(=O)NCCc1ccccc1)S(=O)(=O)c1ccc([N+](=O)[O-])cc1
    10.1 | -9.7 | -4.8 | 3.0% | 3.0 | -0.3 | -1.9 | 4.6 | -0.9
[34] O=C(Cn1nnc2sc(-c3ccccc3)cc2c1=O)Nc1cccc(C(F)(F)F)c1
    -16.5 | 4.8 | -1.6 | -0.1% | -7.0 | nt | nt | -1.5 | -22.8
[35] COc1cccc(NC(=O)C/C(C)=N/NC(=O)C2CCCCC2)c1
    -10.8 | 2.6 | nt | 1.5% | 10.2 | 1.2 | 4.1 | 8.0 | 0.6
[36] CC(C)CC(=O)NC(=S)Nc1nc(-c2cccc3ccccc23)cs1
    -3.9 | -7.9 | 5.4 | 0.3% | 2.3 | 0.2 | -9.9 | 0.9 | 17.9
[37] COc1ccc(C(=O)N2CC(=O)Nc3ccc(C)cc3C2c2ccccc2)c(OC)c1 (stereo not drawn)
    -13.0 | 2.8 | 0.6 | -0.7% | 1.2 | 1.1 | nt | 3.7 | -45.4*
[38] COc1ccc(OC)c(CCNC(=O)c2ccc3c(c2)c(C)c(C)n3Cc2ccccc2)c1
    -17.9 | -2.8 | -5.7 | -1.6% | 6.4 | 0.3 | nt | 2.3 | -28.7
[39] O=C(CCCC1=NS(=O)(=O)c2ccccc2N1)NCCc1ccc(Cl)cc1
    -20.7 | 12.2 | -2.4 | 4.6% | 1.9 | -0.5 | -12.2 | 4.9 | 4.6
[40] CC1Oc2ccccc2N(CC(=O)N2CCCc3ccccc32)C1=O (stereo not drawn)
    -7.3 | -5.2 | -7.3 | 0.3% | -2.3 | -0.4 | -3.5 | 4.6 | -4.7
[41] O=C(CN(C(=O)c1csnn1)c1ccc2c(c1)OCCO2)NCc1ccc(F)cc1
    -4.2 | -0.3 | nt | 2.0% | -0.5 | 1.2 | 4.8 | 1.5 | 2.9
[42] CC(C)CCOc1ccc(Oc2nc(N(C)C)nc(N(C)C)n2)nn1
    -1.0 | -2.1 | 0.3 | 0.8% | 10.4 | -1.4 | nt | 5.4 | -25.6
[43] CC(=O)c1cccc(S(=O)(=O)NCCC(=O)NC2CCCCCC2)c1
    10.1 | 10.0 | -1.3 | -0.5% | -3.7 | 0.0 | 8.8 | 2.5 | 4.3
[44] COc1ccc(C(CNC(=O)c2ccc(NS(=O)(=O)c3ccc4c(c3)OCCO4)cc2)N(C)C)cc1 (stereo not drawn)
    -9.0 | 1.9 | -10.0 | -0.6% | -13.5 | -0.3 | 31.0* | 2.3 | 6.9
[45] O=C(CN1CCOCC1)N/N=C/c1ccc(-c2ccc(Br)cc2)o1
    -14.1 | 2.7 | -2.5 | -0.1% | 4.5 | -0.5 | 11.3 | 0.6 | -1.8
[46] O=C(O)c1cc(S(=O)(=O)Nc2cc(Cl)ccc2Oc2ccccc2)ccc1O
    -2.7 | -1.2 | 3.5 | 1.8% | 11.4 | -0.4 | 10.1 | 0.4 | 7.1
[47] COc1ccccc1C(=O)Nc1ccc2c(c1)CN(Cc1cnc(C)s1)CC2
    -23.5 | -2.1 | -0.8 | 0.0% | -6.2 | nt | nt | 1.5 | -15.7

The list is partial, so the mix of outcomes need not match the whole.
